D2 antagonist – HTS Assay for Allosteric Antagonists of the Human D2 Dopamine Receptor: Primary Screen for Antagonists. D(2) dopamine receptor (Homo sapiens), P14416. HEK293 TREx D2 cells, calcium flux, dopamine EC80. inhibition, % at 10 µM. hit rate 2% among 340,000; in the data active = inhibition above about 30%; note: 0% is about no effect
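HEK293 T-REx D2 cells, tet-induced, calcium dye no-wash. Cpd pintool add, 180 s kinetic, then EC80 DA, 180 s kinetic. Ca flux read.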
RXFP1 antag – qHTS Assay for Antagonists of the Relaxin Receptor RXFP1; Relaxin receptor 1 (Homo sapiens), Q9HBX9; HEK293-RXFP1, relaxin-stimulated cAMP HTRF, 30 min; stronger effect = lower value; hit rate 0.59% among 350,000; activity change, negative = inhibition, % at 57.5 µM;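 active = activity change of -60% or lower, but not beyond a set lower limit; inconclusive = change between -60% and -40%, or beyond the set limit; inactive = change above -40%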; note: % is set by controls: 0 for no effect and ±100 for the full control effect
Target sequence (Q9HBX9 whole entry, looked up): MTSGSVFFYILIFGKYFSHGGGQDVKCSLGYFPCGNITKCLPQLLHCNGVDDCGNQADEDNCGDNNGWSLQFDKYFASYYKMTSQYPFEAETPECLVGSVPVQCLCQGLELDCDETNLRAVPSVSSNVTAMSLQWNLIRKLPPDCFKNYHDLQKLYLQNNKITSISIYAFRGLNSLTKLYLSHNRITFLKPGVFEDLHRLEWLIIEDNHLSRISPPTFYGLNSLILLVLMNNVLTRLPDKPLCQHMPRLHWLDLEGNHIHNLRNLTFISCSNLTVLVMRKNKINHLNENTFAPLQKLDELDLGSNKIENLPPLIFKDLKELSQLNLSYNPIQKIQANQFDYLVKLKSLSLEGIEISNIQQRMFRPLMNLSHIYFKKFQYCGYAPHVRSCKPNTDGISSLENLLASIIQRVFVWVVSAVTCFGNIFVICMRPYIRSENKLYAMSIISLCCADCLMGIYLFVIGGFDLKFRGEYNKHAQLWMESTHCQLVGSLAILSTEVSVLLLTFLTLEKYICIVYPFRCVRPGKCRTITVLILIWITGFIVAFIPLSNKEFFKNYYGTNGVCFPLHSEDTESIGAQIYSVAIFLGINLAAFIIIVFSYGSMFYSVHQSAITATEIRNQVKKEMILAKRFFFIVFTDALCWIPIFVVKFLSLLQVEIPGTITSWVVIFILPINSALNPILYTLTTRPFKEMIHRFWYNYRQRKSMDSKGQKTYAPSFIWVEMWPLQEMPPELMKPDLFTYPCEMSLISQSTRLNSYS
TRHR enhancer – qHTS for Small Molecule Agonists and Allosteric Enhancers of Human TRH Receptor: Primary Screen for Enhancers | Thyrotropin-releasing hormone receptor (Homo sapiens), P34981 | TRHR cells, fluo-8 calcium fluorescence, EC20 TRH enhancement | enhancement, % at 2 µM | hit rate 0.66% among 360,000 | AID 493056, 2011; in the data active = enhancement above about 30%; note: 0% is about no effect
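TRHR-expressing cells loaded with fluo-8 calcium dye were read kinetically (ex 480/em 530) during compound addition, then stimulated with an EC20 of TRH (10 nM final). Enhancement of the Gq-mediated intracellular calcium response was scored.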
TRHR agonist – qHTS for Small Molecule Agonists and Allosteric Enhancers of Human TRH Receptor: Primary Screen for Agonists. Thyrotropin-releasing hormone receptor (Homo sapiens), P34981. TRHR cells, calcium flux fluo-8, FDSS agonist mode. activation, % at 2 µM. hit rate 0.18% among 360,000; note: 0% is about no effect
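TRHR-expressing cells loaded with fluo-8 calcium dye; 23 nL library compound pin-transferred, kinetic FDSS fluorescence (Ex 480/Em 530) recorded about 180 s for agonist-induced calcium release, before a 10 nM TRH EC20 addition for potentiator mode.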
D1 ag – Allosteric Agonists of the Human D1 Dopamine Receptor: qHTS | D(1A) dopamine receptor (Homo sapiens), P21728 | HEK293 T-REx D1 cells, calcium flux, agonist mode | activation, % at 2 µM | hit rate 1% among 360,000 | AID 504660, 2011; note: 0% is about no effect
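Agonism was scored from calcium flux recorded over 180 s (1 read/s) after pintool compound addition, following a 10-cycle baseline. Cells were inducible force-coupled HEK293 TREx D1, plated overnight at 30 C and loaded with no-wash calcium dye.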
D2 agonist – HTS Assay for Allosteric Agonists of the Human D2 Dopamine Receptor: Primary Screen for Agonists. D(2) dopamine receptor (Homo sapiens), P14416. HEK293 T-REx D2 cells, calcium flux agonist mode. activation, % at 2 µM. hit rate 0.53% among 340,000;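 active = activation over 3 SD above normal in the single-dose calcium agonist read, cut at about 30% in these data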; note: 0% is about no effect
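Tetracycline-induced HEK293 Trex cells with D2 receptor force-coupled to calcium signaling, plated overnight at 30 C and loaded with no-wash calcium dye. Calcium flux read kinetically for 180 s after compound addition; responses flag agonists.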
D2 PAM – HTS Assay for Positive Allosteric Modulators of the Human D2 Dopamine Receptor: Primary Screen for Potentiators; D(2) dopamine receptor (Homo sapiens), P14416; HEK293 T-REx D2, calcium flux, EC20 dopamine potentiation; hit rate 0.34% among 340,000; potentiation, % at 10 µM; AID 485347, 2010;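 active = potentiation over 3 SD above the plate norm, cut at about 30% in these data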; note: 0% is about no effect
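Calcium flux readout, no-wash dye, 1 read/s. Inducible HEK293 Trex D2 line, overnight 30 C. Compound alone 180 s (agonist flags), then EC20 dopamine, another 180 s to score potentiation.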
D1 potentiator – Potentiators of Human D1 Dopamine Receptor: qHTS | HEK293 TREx D1 cells, calcium flux, dopamine EC20 potentiation | AID 504651, 2011 | hit rate 0.036% among 360,000 | potentiation, % at 10 µM | D(1A) dopamine receptor (Homo sapiens), P21728; in the data active = potentiation above about 30%; note: 0% is about no effect
D1 antag – Antagonist of Human D 1 Dopamine Receptor: qHTS | HEK293 TREx D1 cells, calcium flux, dopamine EC80; stronger effect = lower value | activity change, negative = inhibition, % at 10 µM | D(1A) dopamine receptor (Homo sapiens), P21728 | hit rate 3.2% among 360,000 | AID 504652, 2011; in the data active = activity change below about -30%; note: % is set by controls: 0 for no effect and ±100 for the full control effect
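After overnight tetracycline induction at 30 C, force-coupled D1 HEK293 cells took up a no-wash calcium dye at room temperature. Compounds were added and monitored 180 s, and the response to EC80 dopamine was then recorded.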
Numbers without * were called inactive; ? = inconclusive; . = not tested or not shown. Cut-off read from the data, not from the text of the source, unless noted: active = activation above about 30%; inactive = the rest. No enrichment for hits; 7.3% or so of the library scored in one or more.

SMILES	D2 antagonist	RXFP1 antag	TRHR enhancer	TRHR agonist	D1 ag	D2 agonist	D2 PAM	D1 potentiator	D1 antag
O=C(OC1CCOC1=O)C1CCN(S(=O)(=O)c2ccc(Cl)c(C(F)(F)F)c2)CC1 (stereo not drawn)	-1	-38	-8	2.0	6	2.0	-4	-2	-13
COc1cccc2c1Oc1ncccc1N(c1ccc(C(=O)NCc3ccccc3C)s1)C2	.	-4	-4	0.2	2	-0.5	-1	-3	2
CCn1c(N2CCN(CC(=O)c3c(C)n(C)c4ccccc34)CC2)nc2c1c(=O)[nH]c(=O)n2C	8	4	1	-0.6	0	-0.3	-14	3	0
O=C(CSc1nnc(NC(=O)C2CC2)s1)Nc1cccc(F)c1	8	-1	6	-0.3	16	-0.2	13	-2	9
CC1CCN(C(=O)c2ccc(N3C(=O)C4CCC(C)CC4C3=O)cc2)CC1 (stereo not drawn)	-14	-10	4	-0.2	2	0.2	-1	4	-9
COc1cc(-c2nc(-c3ccccc3)c(-c3cccs3)[nH]2)cc(OC)c1O	2	-8	-11	-0.6	0	-1.6	5	3	-3
COCCN(CC(=O)Nc1cccc(C)c1C)C(=O)Cc1cccs1	-21	-3	4	0.5	1	-1.6	-7	2	4
CC(C)N=C(NC#N)SCC(=O)NC(C)(C)C	6	-8	-4	-0.3	2	-1.3	-4	-5	10
O=C1CN(S(=O)(=O)c2cccc(Cl)c2Cl)CCN1	5	5	-2	0.3	3	-0.2	1	-3	11
O=C(Cc1ccccc1)Nn1c(-c2ccccc2)nc2ccccc2c1=O	5	.	-2	0.0	1	-0.3	-12	2	6
COC(CNS(=O)(=O)c1ccc(Cl)cc1)c1ccccc1 (stereo not drawn)	4	11	1	-0.4	1	-1.7	-11	-3	-1
Cn1nnnc1SCCNCc1ccc(OCc2ccccc2)cc1	.	.	-8	0.9	11	-0.4	-20	-1	2
Cc1cccc(OCCNC(=S)NC(=O)c2cncc(Br)c2)c1	-15	-6	0	-0.3	6	-0.8	23	2	28
COc1ccc(C(CNC(=O)C(=O)NC2CCCCC2)N2CCN(C)CC2)cc1 (stereo not drawn)	27	0	-9	0.3	0	0.2	11	-1	31
CCOc1cccc2cc(C(N)=O)c(=NCc3ccccc3)oc12	-7	14	2	-0.9	5	0.0	2	-4	-6
Clc1ccc(CSc2nnc(-c3c[nH]c4ccccc34)o2)cc1	5	26	5	0.2	3	0.0	6	-7	-6
CCn1nnc(NC(=O)COc2ccc(C3CCCCC3)cc2)n1	-5	-6	2	0.1	1	-1.6	10	-3	7
O=C(N/N=C/c1ccccc1Br)c1ccc(CSc2cccc3cccnc23)cc1	-15	-13	3	1.3	5	-1.6	-1	1	-21
O=S(=O)(Nc1ccc(Cc2ccncc2)cc1)c1ccc(Cl)s1	.	2	-3	0.3	15	.	.	-2	-16
FC(F)(F)c1nc(-c2ccccc2)ncc1-c1nnnn1-c1ccccc1	0	-4	3	-0.4	14	-1.1	-11	-5	-22
CCC(C)(C)n1nnnc1C(c1cc2ccc(OC)cc2[nH]c1=O)N1CCc2ccccc21 (stereo not drawn)	29	8	-9	-0.3	3	-0.4	7	-4	-13
CC(=O)c1cccc(NCC(=O)N2CCN(S(=O)(=O)c3ccccc3)CC2)c1	5	0	-1	-0.2	-1	-0.6	13	2	-8
O=C(CCc1nc2ccccc2s1)N1CCN(c2ccccc2)CC1	-13	-1	-1	-0.3	2	.	0	-2	-12
Cc1cc(C)cc(NC(=O)C2C3C=CC4(O3)C2C(=O)N(CCCN(C)C)C4C(=O)NC2CCCC(C)C2C)c1 (stereo not drawn)	26	-5	1	0.0	-2	0.3	0	0	14
CCCn1c2ccccc2c2cnn(CC(=O)NCCc3cc(OC)ccc3OC)c(=O)c21	.	1	-7	-1.0	2	-1.6	-9	1	8
O=C(CCCOc1ccc(Cl)cc1Cl)n1nnc2ccccc21	-7	-4	1	-0.1	2	0.7	11	-4	0
CC1(C)Cc2ccccc2-c2nc(NCCCO)[nH]c(=O)c21	13	8	4	0.5	2	0.6	-9	-7	4
Cc1nc2ccccc2c(=O)n1NC(=O)c1cccc([N+](=O)[O-])c1	.	-7	-2	0.2	3	.	.	5	-8
COc1cc2nc(N3CCN(C(=O)OCc4ccccc4)[C@H](C(=O)NC(C)(C)C)C3)nc(N)c2cc1OC	11	.	-7	-1.1	1	1.1	1	-6	8
Cc1cccc(NC(=S)NC2CC3CCCC(C2)N3Cc2cccs2)c1 (stereo not drawn)	77*	-9	5	2.0	13	0.9	-22	-20	-89*
CC(C)(C)c1csc(NC(=O)Nc2ccccc2)n1	-12	?	4	1.0	11	0.8	0	-2	-10
COc1ccc(N(C)C(=O)C2CCCN2S(=O)(=O)c2cccc3nsnc23)cc1 (stereo not drawn)	-4	-1	-11	-0.3	1	-1.3	-6	-9	14
Nc1ccc(Nc2nc(-c3cc4ccccc4oc3=O)cs2)cc1	-8	14	3	-0.3	0	-0.1	8	-4	-21
O=S(=O)(NCc1ccccc1F)c1cccc(S(=O)(=O)N2CCOCC2)c1	12	13	-6	0.1	3	0.3	-5	-5	2
Cc1cc(=O)nc2c3ccccc3n(C(C)C(=O)NCCC(C)C)n12 (stereo not drawn)	-5	8	-10	-0.6	0	-1.1	-20	-8	-14
COc1ccc(C(=O)Nc2c(N)nc(SCC(=O)c3ccccc3)[nH]c2=O)cc1	6	-27	-1	-0.6	1	-0.3	0	-2	-5
N#Cc1ccc(NC(=S)Nc2ccccc2)cc1	-6	-1	-2	0.2	2	-0.2	14	-2	5
O=C(COc1ccccc1Cl)N1CCN(c2ccc([N+](=O)[O-])c(N3CCOCC3)c2)CC1	7	8	1	-0.1	0	-0.7	15	-1	8
CCCN(CCC)CCCNS(=O)(=O)c1cc(Br)cc2c1N(C(C)=O)CC2	26	0	0	0.1	2	59*	-16	-3	8
COc1ccc(NC(=O)c2ccc(NC(=O)N3CCSc4ncccc43)cc2)cc1	.	-10	2	-0.4	3	0.1	7	-3	6
Cc1ccc2c(C)c(C(=O)N(Cc3ccncc3)CC3CCCO3)oc2c1C (stereo not drawn)	-3	-5	1	0.9	0	0.3	-3	-4	-18
COC(=O)c1cccc(NC(=O)C2CCCN2C(=O)c2cccs2)c1 (stereo not drawn)	-11	-10	2	0.4	2	1.0	2	-4	6
COc1ccc(N2CCN(C(=O)[C@H](Cc3c[nH]c4ccccc34)NC(C)=O)CC2)cc1	-13	-9	-2	0.4	1	0.4	-3	0	.
CCN(CC)c1ccc(/C=C(/C#N)c2nc3ccc(C)cc3[nH]2)c(OC(C)C)c1	-2	3	16	83*	100*	42*	-7	-2	-22
O=C(CSc1nc2c([nH]c3ccccc32)c(=O)n1-c1ccc(F)cc1)NCC1CCCO1 (stereo not drawn)	.	-6	11	-0.1	0	0.3	7	1	-7

Reprinted from the part before: five entries, followed by the next part.
SMILES	D2 antagonist	RXFP1 antag	TRHR enhancer	TRHR agonist	D1 ag	D2 agonist	D2 PAM	D1 potentiator	D1 antag
Cc1ccc2c(C)c(C(=O)N(Cc3ccncc3)CC3CCCO3)oc2c1C (stereo not drawn)	-3	-5	1	0.9	0	0.3	-3	-4	-18
COC(=O)c1cccc(NC(=O)C2CCCN2C(=O)c2cccs2)c1 (stereo not drawn)	-11	-10	2	0.4	2	1.0	2	-4	6
COc1ccc(N2CCN(C(=O)[C@H](Cc3c[nH]c4ccccc34)NC(C)=O)CC2)cc1	-13	-9	-2	0.4	1	0.4	-3	0	.
CCN(CC)c1ccc(/C=C(/C#N)c2nc3ccc(C)cc3[nH]2)c(OC(C)C)c1	-2	3	16	83*	100*	42*	-7	-2	-22
O=C(CSc1nc2c([nH]c3ccccc32)c(=O)n1-c1ccc(F)cc1)NCC1CCCO1 (stereo not drawn)	.	-6	11	-0.1	0	0.3	7	1	-7
CCOc1ccc(NC(=O)CN2CCN(CC(=O)Nc3ccc(OC)cc3OC)CC2)cc1	32*	-3	4	-2.0	0	0.0	8	3	17
CC(CN1CCCCC1)NC(=O)c1cc(-c2ccccn2)nc2ccc(Cl)cc12 (stereo not drawn)	2	1	-3	-0.2	3	0.3	-8	4	5
Cc1ccc(Cn2c(CN3CCN(C(=O)c4ccco4)CC3)nc3c2c(=O)n(C)c(=O)n3C)cc1	-18	-1	-5	1.1	8	23	-4	4	-4
O=C(COC(=O)CCc1nc2ccccc2c(=O)[nH]1)NC1CCS(=O)(=O)C1 (stereo not drawn)	-2	3	7	-0.4	3	-1.1	4	2	-15
CC[C@@H](CCC=C(C)C)C(=O)N(Cc1ccccc1)c1ccccc1	-21	.	-10	0.0	0	0.9	-6	-7	.
O=C(Cc1ccc(S(=O)(=O)N2CCOCC2)s1)N(Cc1ccccc1)c1ccccc1	-9	6	-11	1.3	13	0.0	2	-1	-8
Cc1ccc(C)c2[nH]c(=O)c(CN(Cc3cccs3)C(=S)NCc3ccco3)cc12	53*	8	-6	0.4	3	1.5	6	-4	2
COc1cc([N+](=O)[O-])cc(/C=N/NC(=O)C(C)Nc2ccccc2C)c1O (stereo not drawn)	3	-16	-1	-0.5	0	-1.4	-4	-10	1
COc1ccc(C(=O)NC(C)c2ccncc2)cc1S(=O)(=O)N(C)Cc1ccccc1 (stereo not drawn)	3	7	3	0.0	2	-0.2	-5	0	-11
Cc1occc1C(=O)n1cnc2ccccc21	7	.	9	0.0	4	-1.3	20	1	-7
O=C(c1cccc(C(=O)N2CCN(c3ccccc3)CC2)c1)N1CCN(c2ccccc2)CC1	.	4	-3	-0.3	7	.	.	-3	-21
Cc1ccc(CNC(=O)CCS(=O)(=O)c2cccc3nsnc23)cc1	-4	11	0	-0.5	1	-0.4	-21	-1	11
O=C(COC(=O)Cn1nnc2ccccc21)NC1CCCC1	-4	-16	4	0.4	4	0.5	-6	-1	11
CC(=O)c1ccc(N2CCN(C(=O)c3cc4ccc5cccnc5c4[nH]3)CC2)cc1	.	-36	15	1.5	5	0.2	4	-6	8
CC(C)(C)C(=O)N1CCN(c2nc3ccc(Cl)cc3s2)CC1	.	3	1	-0.3	3	.	.	-3	-43*

Compound activity (PubChem BioAssay)
